# High-throughput results deposited in PubChem by The Scripps Research Institute Molecular Screening Center.
# IDE act – human IDE activators in live cells, primary screen, fluorescence polarization, HEK cells, FAbeta-B substrate; activation, % at 5.96 µM; Insulin-degrading enzyme (Homo sapiens), P14735; hit rate 0.073% among 340,000; FAbeta-B cleavage; 0% vehicle, 100% cell-free pure enzyme wells;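 active = activation above the mean of all tested compounds plus 3 SD, set per screening campaign, cut at about 17% in these data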
# Target sequence (P14735 whole entry, looked up): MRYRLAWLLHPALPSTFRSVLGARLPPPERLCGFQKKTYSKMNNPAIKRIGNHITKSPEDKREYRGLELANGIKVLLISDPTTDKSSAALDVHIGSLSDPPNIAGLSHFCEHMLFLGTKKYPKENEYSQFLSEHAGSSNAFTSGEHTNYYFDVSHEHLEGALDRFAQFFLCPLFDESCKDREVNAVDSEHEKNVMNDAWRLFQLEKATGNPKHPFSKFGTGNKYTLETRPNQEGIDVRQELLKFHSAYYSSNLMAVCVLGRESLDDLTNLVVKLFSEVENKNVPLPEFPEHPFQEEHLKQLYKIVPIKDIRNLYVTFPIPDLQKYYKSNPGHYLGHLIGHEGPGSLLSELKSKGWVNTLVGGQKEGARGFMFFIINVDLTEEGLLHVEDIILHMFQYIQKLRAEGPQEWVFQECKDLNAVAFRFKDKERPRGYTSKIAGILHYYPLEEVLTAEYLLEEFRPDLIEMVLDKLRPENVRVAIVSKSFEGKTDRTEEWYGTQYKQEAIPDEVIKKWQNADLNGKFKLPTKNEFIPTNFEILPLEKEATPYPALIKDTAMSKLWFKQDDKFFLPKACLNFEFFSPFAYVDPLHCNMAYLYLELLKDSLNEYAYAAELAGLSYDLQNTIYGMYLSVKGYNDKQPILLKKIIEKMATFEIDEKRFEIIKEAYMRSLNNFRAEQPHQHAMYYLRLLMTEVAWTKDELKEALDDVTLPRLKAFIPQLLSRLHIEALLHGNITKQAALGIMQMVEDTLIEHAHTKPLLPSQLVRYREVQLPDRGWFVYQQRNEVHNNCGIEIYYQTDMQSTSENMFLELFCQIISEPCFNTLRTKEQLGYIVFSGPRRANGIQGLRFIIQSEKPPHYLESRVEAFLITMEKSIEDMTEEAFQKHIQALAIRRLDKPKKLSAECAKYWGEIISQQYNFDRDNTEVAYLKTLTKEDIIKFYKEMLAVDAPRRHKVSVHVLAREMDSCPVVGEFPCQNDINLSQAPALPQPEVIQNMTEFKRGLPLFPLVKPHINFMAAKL
# IDE cell inh – human IDE inhibitors in live cells, primary screen, fluorescence polarization, HEK cells, FAbetaB substrate | Insulin-degrading enzyme (Homo sapiens), P14735 | FAbetaB cleavage | inhibition, % at 5.59 µM | hit rate 0.41% among 320,000 | AID 434962, 2010;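 active = percent inhibition above the average of all tested compounds plus 3 SD, set per screening campaign, cut at about 16% in these data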;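 note: IDE supplied by intact live HEK cells; FP after avidin binding of uncleaved biotin substrate so inhibition keeps polarization high; 0% = DMSO wells and 100% = 60 µM reference IDE inhibitor Ii1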
# An asterisk follows results filed as active. An excerpt, so the mix of outcomes need not match the whole.
1. CCOc1ccccc1NC(=O)c1ccccc1N(C)S(=O)(=O)c1ccc(C)cc1
2. Cc1ccc(NC(=O)COC(=O)C2(CC(=O)NC(C)(C)C)CCCC2)cc1C
3. COc1ccc(-c2c(C#Cc3ccsc3)c3cc(-c4ccc(C(N)=O)cc4)ccc3n2C)cc1
4. C=CCC12C=C(OC)C(=O)OC(OC)(C1O)[C@H](c1ccc3c(c1)OCO3)[C@H]2C (stereo not given in full)
5. COc1ccccc1C(=O)Nc1ccc(OCC(=O)N2CCCCC2C)cc1 (stereo not given)
6. O=C(O)C1=C[C@@H](c2ccccc2)C[C@@H](OCCCCO)O1
7. COc1ccc2sc(-c3ccc(N(C)C)cc3)c(-c3cnc(OC)nc3)c2c1
8. O=C(COC(=O)/C=C/c1ccc(Cl)cc1)NC1CCCCCC1
assay / compound | 1 | 2 | 3 | 4 | 5 | 6 | 7 | 8
IDE cell inh | 7 | 0 | 3 | 6 | 6 | 2 | 4 | 3
IDE act | 11 | 1 | -3 | 4 | -10 | -4 | -4 | 0

9. Cc1ccccc1NS(=O)(=O)c1ccc(C(=O)N(C)CC(=O)Nc2ccccc2Br)cc1
10. CC(OC(=O)c1ccc(-n2cnnn2)cc1)C(=O)Nc1ccccc1F (stereo not given)
11. CC1CCN(S(=O)(=O)c2ccc(C(=O)N3CCCCC3C(=O)O)cc2)CC1 (stereo not given)
12. CCOC(=O)C1=C(COC(=O)c2ccco2)NC(=O)NC1CC (stereo not given)
13. Cc1ccc(N(Cc2ccccc2)C(=O)c2ccc(C)c(S(=O)(=O)N3CCOCC3)c2)cc1
14. O=C(COC(=O)c1cccc(Br)c1)NCC1CCCO1 (stereo not given)
15. COc1cccc(C(=O)NCCS(=O)(=O)N2CCOCC2)c1
16. Cc1cc(C)nc(NNS(=O)(=O)c2c(F)cc(F)cc2Br)n1
assay / compound | 9 | 10 | 11 | 12 | 13 | 14 | 15 | 16
IDE cell inh | -1 | -5 | 10 | 0 | 3 | 2 | 3 | -2
IDE act | 2 | 1 | 1 | 0 | -7 | -2 | -3 | 0

17. O=[N+]([O-])c1ccccc1CNCCCCO
18. COc1ccc(NS(=O)(=O)c2ccc(C)c(C(=O)NNC(=O)c3ccccc3O)c2)cc1
19. CCN(CC(=O)Nc1c(F)cccc1F)C(=O)CN1c2cccc3cccc(c23)S1(=O)=O
20. O=C(COC(=O)c1ccccc1SCC(=O)N1CCCC1)NC1CCCCC1
21. O=C(NNC(=O)c1ccccc1Cl)c1ccc2c(c1)OCCO2
22. O=C(NNC(=O)c1ccc([N+](=O)[O-])cc1)c1ccc(F)cc1
23. CC(=O)C(Cc1ccccc1)NC(=O)COC(=O)c1ccc(-n2cnnn2)cc1 (stereo not given)
24. C[C@@H]1CC[C@]2(C(=O)O)CC[C@]3(C)C(=CCC4[C@]56CC[C@@](O)(OC5)C(C)(C)C6CC[C@]43C)C2[C@H]1C (stereo not given in full)
assay / compound | 17 | 18 | 19 | 20 | 21 | 22 | 23 | 24
IDE cell inh | -1 | -1 | 3 | 5 | -3 | -4 | 0 | -2
IDE act | 6 | 6 | 0 | 3 | 4 | 3 | 3 | 5

25. COc1cccc(C(=O)NNC(=O)c2ccc(NS(=O)(=O)c3cccs3)cc2)c1OC
26. CC(C)CC(CO)N1CCN(C(=O)c2ccc(Cl)cc2)CCC1=O (stereo not given)
27. Cc1ccc(S(=O)(=O)Nc2cccc(Cl)c2)cc1NC(=O)C1CC1
28. Cc1ccc(C(=O)OCC(=O)NCC2COc3ccccc3O2)cc1 (stereo not given)
29. CN(C)S(=O)(=O)c1ccc(N2CCCC2)c(C(=O)NNC(=O)c2ccc(F)cc2)c1
30. Oc1ccc(Cl)cc1CNCc1ccc(F)cc1
31. CC(C)n1cnc2c(NCc3ccccc3)cc(OCC3CCN(C)CC3)cc21
32. O=C(NC1CC(=O)N(c2ccc3c(c2)OCCO3)C1)N1CCCCC1 (stereo not given)
assay / compound | 25 | 26 | 27 | 28 | 29 | 30 | 31 | 32
IDE cell inh | 6 | 3 | 6 | 1 | 0 | -2 | 0 | 4
IDE act | 5 | 4 | 2 | -3 | 5 | 3 | 1 | -3

33. CC(C)c1cccc(C(C)C)c1NC(=O)CN(C)C1CCS(=O)(=O)C1 (stereo not given)
34. O=C(C[C@H]1C/C=C\CC[C@H](Cc2ccc(F)cc2)C(=O)OCCNC1=O)NCCO
35. C#CCOCCOCCOCCNc1nc(N2CCN(C(=O)[C@H]([C@@H](C)CC)n3cc(CCCCN)nn3)CC2)nc(N2CCN(C(=O)[C@H](C)n3cc(CCCN=C(N)N)nn3)CC2)n1
36. CC1(c2nnc(Cc3ccccc3)o2)CC(c2cccnc2)=NO1 (stereo not given)
37. Oc1ccc(C2CNCc3sccc32)cc1O (stereo not given)
38. Cc1ccc(S(=O)(=O)N2CCN(C(=O)COC(=O)c3ccc(Cl)nc3)CC2)c(C)c1
39. CCCCCn1c(=NC(=O)c2cccnc2)c(C#N)cc2c(=O)n3cccc(C)c3nc21
40. Cc1cccc(/N=C/c2ccccn2)n1
assay / compound | 33 | 34 | 35 | 36 | 37 | 38 | 39 | 40
IDE cell inh | -3 | 0 | 8 | 1 | 0 | 3 | 3 | 8
IDE act | 1 | 2 | -3 | -7 | -1 | 5 | -1 | 3

41. COc1ccc(-c2oc3ccc(N4CCOCC4)cc3c2C#CC2(O)CCCCC2)cc1
42. C[C@H](NC(=O)c1cccc([N+](=O)[O-])c1)C(=O)OCC(=O)c1ccccc1Br
43. CCCN(C(=O)c1ccc([N+](=O)[O-])c(C)c1)c1c(N)n(Cc2ccccc2)c(=O)[nH]c1=O
44. CC12CCC(=O)N1C(C(=O)NCCN1C(=O)S/C(=C\c3ccc(F)cc3)C1=O)CS2 (stereo not given)
45. CCC(C(=O)OCC(=O)N(CC)c1c(N)n(Cc2ccccc2)c(=O)[nH]c1=O)c1ccccc1 (stereo not given)
46. C=CC[C@H](CC(=O)N(CCO)Cc1ccccc1)C(=O)N[C@H](COC(=O)[C@@H](CC=C)CC(=O)OC(C)(C)C)Cc1ccccc1
47. COc1ccc(C(=O)N2CCN(c3ccc(C(C)=O)cc3F)CC2)cc1S(=O)(=O)NC1CC1
48. O=C(CC12CC3CC(CC(C3)C1)C2)NC1CC1
assay / compound | 41 | 42 | 43 | 44 | 45 | 46 | 47 | 48
IDE cell inh | 1 | 1 | 7 | 0 | -7 | 3 | -9 | 0
IDE act | 0 | 6 | 6 | 4 | 0 | -5 | 3 | 11

# An excerpt from above in order of length of the SMILES, descending.
46. C=CC[C@H](CC(=O)N(CCO)Cc1ccccc1)C(=O)N[C@H](COC(=O)[C@@H](CC=C)CC(=O)OC(C)(C)C)Cc1ccccc1
43. CCCN(C(=O)c1ccc([N+](=O)[O-])c(C)c1)c1c(N)n(Cc2ccccc2)c(=O)[nH]c1=O
47. COc1ccc(C(=O)N2CCN(c3ccc(C(C)=O)cc3F)CC2)cc1S(=O)(=O)NC1CC1
assay / compound | 46 | 43 | 47
IDE cell inh | 3 | 7 | -9
IDE act | -5 | 6 | 3

# (further entries)
49. CCN(CC(=O)Nc1ccccc1C(F)(F)F)C(=O)c1cc(S(=O)(=O)N2CCCCCC2)ccc1OC
50. Oc1ccccc1-c1cc(-c2ccccc2)n[nH]1
51. COc1ccc(NS(=O)(=O)c2cccc(C(=O)N3CCCC3)c2)cc1
52. CCCNC(=O)C(Cc1ccc(C(F)(F)F)cc1)NC(=O)c1ccc(C#N)cc1 (stereo not given)
53. CC(Sc1ccc(S(=O)(=O)N2CCCC2)cn1)C(N)=O (stereo not given)
54. CC(NC(=O)COC(=O)/C=C/c1ccc2c(c1)OCO2)c1ccccc1 (stereo not given)
55. O=C(COC(=O)c1n[nH]c(=O)c2ccccc12)Nc1ccccc1F
56. O=C(COC(=O)c1ccccn1)Nc1cccnc1Cl
assay / compound | 49 | 50 | 51 | 52 | 53 | 54 | 55 | 56
IDE cell inh | 4 | 0 | 3 | -2 | 2 | 8 | 0 | -1
IDE act | 2 | -3 | 7 | 0 | 4 | -1 | 1 | 2

57. CCCCCn1nc(C(=O)N(CC)c2c(N)n(CCCC)c(=O)[nH]c2=O)c2ccccc2c1=O
58. Cc1c(NC(=O)CSc2nncn2-c2ccccc2)c(=O)n(-c2ccccc2)n1C
59. OCC[C@@H]1C[C@@H](O)[C@H](O)[C@@]2(CCCCO2)O1
60. CC(=O)c1ccc(OCC(=O)Nc2ccc(N3CCCCC3)cc2)cc1
61. COc1ccccc1-c1nnc(SCC(=O)Nc2oc(C)c3c(C)n[nH]c(=O)c23)n1C
62. NCCCC[C@H]1CN=C(N)N1CCCCC1CCCCC1
63. Cc1ccc(S(=O)(=O)Nc2ccc3c(c2)CC(=O)N([C@H](C)CO)C[C@@H](C)[C@H](CN(C)S(=O)(=O)c2ccccc2)O3)cc1
64. CNC(=O)c1[nH]cnc1C(=O)Nc1cccc(C)c1
assay / compound | 57 | 58 | 59 | 60 | 61 | 62 | 63 | 64
IDE cell inh | -1 | 1 | 0 | -3 | 6 | 2 | -2 | -1
IDE act | 4 | 7 | 5 | 2 | 1 | 2 | -3 | 4

# Record cards (already shown). Order of screens: IDE cell inh, IDE act
# Cc1c(NC(=O)CSc2nncn2-c2ccccc2)c(=O)n(-c2ccccc2)n1C is entered as 1, 7
# CC(=O)c1ccc(OCC(=O)Nc2ccc(N3CCCCC3)cc2)cc1 is entered as -3, 2
# Cc1ccc(S(=O)(=O)Nc2ccc3c(c2)CC(=O)N([C@H](C)CO)C[C@@H](C)[C@H](CN(C)S(=O)(=O)c2ccccc2)O3)cc1 is entered as -2, -3
# OCC[C@@H]1C[C@@H](O)[C@H](O)[C@@]2(CCCCO2)O1 is entered as 0, 5

# Returning to the listing, repeating the 2 entries before the break.
63. Cc1ccc(S(=O)(=O)Nc2ccc3c(c2)CC(=O)N([C@H](C)CO)C[C@@H](C)[C@H](CN(C)S(=O)(=O)c2ccccc2)O3)cc1
64. CNC(=O)c1[nH]cnc1C(=O)Nc1cccc(C)c1
65. O=C(COC(=O)c1c[nH]c2ccccc12)NC1CCCCC1
66. O=C(COC(=O)c1cccc(Cl)c1)NCc1ccccc1
67. CC(=O)Nc1ccc(S(=O)(=O)N(C)CC(=O)OCC(=O)c2ccc3c(c2)NC(=O)CO3)cc1
68. O=C(COC(=O)c1cc(S(=O)(=O)N2CCOCC2)ccc1F)Nc1cc([N+](=O)[O-])ccc1F
69. Cc1cccc(NC(=O)CSCC(=O)N2CCN(C(=O)c3ccco3)CC2)c1
70. C#CCOCCOCCOCCNc1nc(N2CCN(C(=O)[C@H]([C@@H](C)CC)n3cc(CCCCN)nn3)CC2)nc(N2CCN(C(=O)[C@H]([C@@H](C)CC)n3cc(CCCN=C(N)N)nn3)CC2)n1
71. CC12CCC(=O)N1C(C(=O)Nc1nc(-c3ccccc3)cs1)CS2 (stereo not given)
72. CC(C)(C)c1nnc(SCC(=O)Nc2ccc(N3CCCCC3)cc2)n1N
assay / compound | 63 | 64 | 65 | 66 | 67 | 68 | 69 | 70 | 71 | 72
IDE cell inh | -2 | -1 | 0 | 7 | 3 | 2 | 0 | -5 | -3 | 0
IDE act | -3 | 4 | 4 | -6 | 3 | 6 | 6 | 0 | 3 | 7

73. CCN(CC(=O)Nc1ccc(C(C)=O)cc1)CC(=O)Nc1ccc2c(c1)OCCO2
74. Cn1c(N)c(C(=O)COC(=O)COc2cc(Cl)c(Cl)cc2Cl)c(=O)n(C)c1=O
75. COc1ccc(C(=O)COC(=O)c2sc(C)nc2C)cc1Cl
76. Cc1cc(C)cc(NC(=O)CSc2nc(=O)n(CCCN3CCOCC3)c3c2CCCC3)c1
77. Nc1sc2c(c1C(=O)NC1CC1)CCCC2
78. O/C(=C\c1ccc2ccccc2n1)c1ccncc1
79. CCc1cc(=O)[nH]c(SCC(=O)N2CCC(Cc3ccccc3)CC2)n1
80. CC(CCc1ccccc1)NC(=O)CN1C(=O)NC2(CCCCC2C)C1=O (stereo not given)
assay / compound | 73 | 74 | 75 | 76 | 77 | 78 | 79 | 80
IDE cell inh | 4 | -2 | -2 | -2 | -2 | 9 | 0 | -2
IDE act | 4 | 3 | 1 | 3 | 2 | -19 | -3 | 4

81. O=C(CN1CCN(C(=O)CNC(=O)c2ccc3c(c2)OCO3)CC1)Nc1ccccc1Cl
82. COC(=O)C1=C(C)N(CCc2cc(OC)c(OC)c(OC)c2)C(=O)N[C@H]1c1ccccc1
83. O=C(COC(=O)COc1ccc(Cl)cc1Cl)NC1CC1
84. COc1ccc(S(=O)(=O)N2CCCC2CNC(=O)C(=O)NCc2ccc(C)cc2)cc1 (stereo not given)
85. COc1ccc2nc(-c3ccc(F)cc3)sc2c1
86. CN(CC(=O)Nc1ccccc1Cl)C(=O)c1ccc(COc2ccccc2)cc1
87. Cc1ccc(C(=O)COC(=O)[C@@H](NC(=O)c2ccco2)C(C)C)s1
88. O=C(COC(=O)c1ccc([N+](=O)[O-])s1)c1ccc[nH]1
89. Cc1ccc(S(=O)(=O)N2[C@@H](c3ccc(Cl)c(Cl)c3)C(C(=O)O)=C[C@H]2C(C)(C)C)cc1
assay / compound | 81 | 82 | 83 | 84 | 85 | 86 | 87 | 88 | 89
IDE cell inh | 3 | 1 | 3 | -11 | 3 | 2 | -3 | -2 | 0
IDE act | 2 | 2 | -1 | 6 | -4 | -2 | 6 | 8 | 1
